Screening data deposited in PubChem by NCI.
All columns: NCI-60 one-dose screen, growth in % after 48 h at 10 µM unless noted; 100 = growth as untreated, 0 = no growth, -100 = all killed.
DU-145 = DU-145 prostate cancer; 81,000 tested, 4.2% active; AID 1794760
PC-3 = PC-3 prostate cancer cells | 80,000 tested, 3.9% active
SF-539 = SF-539 CNS cancer. 81,000 tested, 6.8% active
SN12C = SN12C renal cancer cells; AID 1794767; 81,000 tested, 3.8% active
TK-10 = TK-10 renal cancer cells; AID 1794769; 81,000 tested, 3.9% active
786-0 = 786-0 renal cancer cells | 81,000 tested, 5.1% active | AID 1794775
UO-31 = UO-31 renal cancer; 81,000 tested, 5.2% active
U251 = U251 CNS tumor cells. 80,000 tested, 5.4% active
SF-295 = SF-295 CNS cancer cells; AID 1794758; 79,000 tested, 5.6% active
Starred values were filed as active, the others as inactive; . = not tested or not shown. The calls were made as follows: active = growth percent below 10; inactive = the rest. Compounds as they come; 10% or so of the library scored in one or more.

1) O=C(Nc1ccccn1)C(O)c1ccccc1 (stereo not drawn)
2) N#Cc1c(Br)[nH]c2ncnc(N)c12
3) Cn1c(=O)c2nc(CC(O)c3ccccc3)c(=O)[nH]c2n(C)c1=S (stereo not drawn)
4) COc1ccccc1N1CCN(c2ncnc3sc4c(c23)CCN(CC(=O)O)C4)CC1
5) O=C(/C=C/c1cccc(F)c1)c1cccc(OCCCOc2cccc(C(=O)/C=C/c3cccc(F)c3)c2)c1
6) O=C1NC(=O)/C(=C/c2ccc(C3Oc4ccccc4C4CC(c5ccccc5)=NN43)cc2)S1 (stereo not drawn)
7) Cc1ccc(C2C(C(=O)c3ccco3)=C(O)C(=O)N2CCCN2CCOCC2)o1 (stereo not drawn)
8) c1ccc2c(c1)CCc1c-2n[nH]c1-c1[nH]nc2c1CCc1ccccc1-2
Compound	1	2	3	4	5	6	7	8
DU-145	111	101	106	113	87	110	120	125
PC-3	85	80	98	103	37	94	61	87
SF-539	116	91	98	96	92	98	102	97
SN12C	101	96	99	103	82	108	96	102
TK-10	127	108	102	113	114	106	99	119
786-0	110	100	106	105	51	95	108	113
UO-31	87	76	85	90	38	75	96	71
U251	105	96	107	109	35	99	105	109
SF-295	104	99	101	99	-20*	103	105	100

9) O=C1OC(c2ccccc2)=CC1(c1ccccc1)c1ccccc1
10) CC(C)C[C@@H](C=O)NC(=O)[C@H](Cc1ccccc1)NC(=O)c1cnccn1
11) O=C(/C=C(/C=C/c1ccc(OC(F)(F)F)cc1)OB(F)F)/C=C/c1ccc(OC(F)(F)F)cc1
12) CCCNc1nc2ccccc2c2c(=O)c3cccc(Cl)c3sc12
13) COc1ccc(C(=O)/C=C/c2ccc(C)s2)cc1
14) CC(CO)(C(=O)O)C1CCCCC1 (stereo not drawn)
15) O=C(O)c1ccc(NC(C(=O)c2ccccc2)c2ccccc2)cc1 (stereo not drawn)
16) COc1ccc(-c2cc(-c3cc(OC)c(OC)c(OC)c3)c(C#N)c(=O)n2CCCCCC(=O)NO)cc1
Compound	9	10	11	12	13	14	15	16
DU-145	101	120	99	98	109	105	111	92
PC-3	81	108	91	88	105	96	91	89
SF-539	103	93	107	110	106	95	108	90
SN12C	91	100	105	105	98	100	101	89
TK-10	93	111	92	129	.	86	116	106
786-0	94	109	97	110	95	101	.	101
UO-31	83	88	73	67	76	85	79	62
U251	96	104	70	98	85	100	104	82
SF-295	90	109	95	99	106	93	.	91

17) Cc1cc2c(C(C)C)c(O)c(O)c(C=NCCCCC(=O)O)c2c(O)c1-c1c(C)cc2c(C(C)C)c(O)c(O)c(C=NCCCCC(=O)O)c2c1O
18) C[N+]1(CC[N+]2(C)CC3CCCCC3C2)CCCCC1 (stereo not drawn)
19) Cc1nc2c(=O)nc3s/c(=C\c4ccc(N(C)C)cc4)c(=O)n3c2nc1C
20) CSC1=NC(c2ccccc2)C(C(C)=O)=C(C)N1 (stereo not drawn)
21) COc1cc2c(cc1O)[C@H]1[C@H](c3ccccc3Cl)OC(=O)N1CC2
22) COc1ccccc1CCC(=O)N[C@@H]1CCCN(c2ccc(C(F)(F)F)cn2)C1
23) NS(=O)(=O)c1ccc(Nc2nc(N/N=C/c3ccc(F)cc3)nc(Nc3ccccc3)n2)cc1
24) Clc1ccc(/C(=N/N2CCCCCC2)c2ccccc2)cc1
Compound	17	18	19	20	21	22	23	24
DU-145	64	106	107	95	115	109	31	108
PC-3	29	91	92	104	80	93	40	96
SF-539	42	95	94	93	103	113	62	103
SN12C	49	106	98	92	95	104	50	110
TK-10	49	97	93	74	106	85	1.7*	109
786-0	49	102	96	86	97	108	59	103
UO-31	74	81	77	60	92	86	66	100
U251	24	104	100	106	86	90	12	94
SF-295	27	99	101	101	104	103	70	109

25) CC1(C)CC2C3=CCC4[C@@]5(C)CC/C(=N\O)C(C)(C)C5CC[C@@]4(C)[C@]3(C)CC[C@@]2(C(=O)O)[C@H](O)C1 (stereo partly drawn)
26) CSC1=Nc2c(c(C)c(-c3ccccc3)n2CCCCCC(=O)O)C2=NC(=O)CN12
27) O=C(C(Br)C(Br)c1ccccc1)C(Br)C(Br)c1ccccc1 (stereo not drawn)
28) O=C(Nc1ccc(-n2ccc3c(NC(=O)c4ccccc4)ncnc32)cc1)c1ccc(Cl)c(Cl)c1
29) ONC(CC(O)(NO)NO)c1ccccc1 (stereo not drawn)
30) CCOC(=O)c1sc(/N=C2\NC(=O)/C(=C/c3ccc(OC)c(OC)c3)S2)nc1C
31) Cc1ccc(-c2ccnc3c(-c4ccccc4)c(Nc4ccccc4)nn23)cc1
32) CC[C@H](c1ccc(O)cc1)[C@@H](CC)c1ccc(F)cc1
Compound	25	26	27	28	29	30	31	32
DU-145	85	98	-26*	104	118	100	102	113
PC-3	78	91	-31*	77	98	107	98	97
SF-539	98	92	-43*	56	96	103	92	98
SN12C	88	108	-31*	105	107	100	100	95
TK-10	123	119	-88*	.	123	94	.	107
786-0	99	102	-63*	93	102	92	98	94
UO-31	79	89	-97*	105	92	72	95	88
U251	82	101	4.9*	52	.	97	102	98
SF-295	98	115	.	70	98	103	86	112

33) CC(=O)[C@@H]1CCC[C@H]1C
34) CCNCCCn1c2c(c3cc(OC)c(OC)cc3c1=O)C(=O)c1cc(OC)cnc1-2
35) CS(=O)(=O)Nc1ccc(C(=O)NC(C(=O)NO)c2ccc(-c3ccncc3)cc2)cc1 (stereo not drawn)
36) Cc1cc(=O)oc2cc3occ(CCNC(=O)c4ccccc4C(=O)O)c3cc12
37) CC(C)OC(=O)Nc1ccc(F)c(C(F)(F)F)c1
38) COc1cc(CNC(=O)/C=C/c2ccccc2)ccc1OCc1cn(-c2ccc(C)c(C)c2)nn1
39) CC(C)Sc1nc(-c2ccccc2)c(C#N)c(N2CCN(C)CC2)n1
40) N#C/C(=C\c1cccc(Br)c1)c1nc(N)nc(Nc2ccc(S(N)(=O)=O)cc2)n1
Compound	33	34	35	36	37	38	39	40
DU-145	104	20	106	106	105	107	95	108
PC-3	101	46	99	100	105	93	103	106
SF-539	96	-7.2*	96	98	95	96	92	96
SN12C	96	21	98	95	102	99	94	102
TK-10	101	64	107	121	98	104	125	123
786-0	93	-3.5*	106	105	101	98	102	100
UO-31	101	18	87	103	92	87	96	84
U251	101	-16*	108	98	95	100	104	90
SF-295	100	15	99	105	96	103	100	105

Reprinted: nos. 25–37
25) CC1(C)CC2C3=CCC4[C@@]5(C)CC/C(=N\O)C(C)(C)C5CC[C@@]4(C)[C@]3(C)CC[C@@]2(C(=O)O)[C@H](O)C1 (stereo partly drawn)
26) CSC1=Nc2c(c(C)c(-c3ccccc3)n2CCCCCC(=O)O)C2=NC(=O)CN12
27) O=C(C(Br)C(Br)c1ccccc1)C(Br)C(Br)c1ccccc1 (stereo not drawn)
28) O=C(Nc1ccc(-n2ccc3c(NC(=O)c4ccccc4)ncnc32)cc1)c1ccc(Cl)c(Cl)c1
29) ONC(CC(O)(NO)NO)c1ccccc1 (stereo not drawn)
30) CCOC(=O)c1sc(/N=C2\NC(=O)/C(=C/c3ccc(OC)c(OC)c3)S2)nc1C
31) Cc1ccc(-c2ccnc3c(-c4ccccc4)c(Nc4ccccc4)nn23)cc1
32) CC[C@H](c1ccc(O)cc1)[C@@H](CC)c1ccc(F)cc1
33) CC(=O)[C@@H]1CCC[C@H]1C
34) CCNCCCn1c2c(c3cc(OC)c(OC)cc3c1=O)C(=O)c1cc(OC)cnc1-2
Compound	25	26	27	28	29	30	31	32	33	34
DU-145	85	98	-26*	104	118	100	102	113	104	20
PC-3	78	91	-31*	77	98	107	98	97	101	46
SF-539	98	92	-43*	56	96	103	92	98	96	-7.2*
SN12C	88	108	-31*	105	107	100	100	95	96	21
TK-10	123	119	-88*	.	123	94	.	107	101	64
786-0	99	102	-63*	93	102	92	98	94	93	-3.5*
UO-31	79	89	-97*	105	92	72	95	88	101	18
U251	82	101	4.9*	52	.	97	102	98	101	-16*
SF-295	98	115	.	70	98	103	86	112	100	15

35) CS(=O)(=O)Nc1ccc(C(=O)NC(C(=O)NO)c2ccc(-c3ccncc3)cc2)cc1 (stereo not drawn)
36) Cc1cc(=O)oc2cc3occ(CCNC(=O)c4ccccc4C(=O)O)c3cc12
37) CC(C)OC(=O)Nc1ccc(F)c(C(F)(F)F)c1
Compound	35	36	37
DU-145	106	106	105
PC-3	99	100	105
SF-539	96	98	95
SN12C	98	95	102
TK-10	107	121	98
786-0	106	105	101
UO-31	87	103	92
U251	108	98	95
SF-295	99	105	96

Continued:
41) Cn1cc(-c2nn3cc(-c4ccccc4)nc3s2)c2cc(Br)ccc21
42) Fc1ccc2nc(-c3c(-c4ccccc4)nc4ncccn34)[nH]c2c1
43) CC[C@]12C=CCN3CC[C@@]4(c5ccc(OC)cc5N(C)[C@H]4[C@@](O)(C(=O)OC)[C@@H]1OC(=O)CCCCOc1cc(O)c4c(=O)cc(-c5ccccc5)oc4c1)[C@@H]32
44) Fc1cccc(COc2ccc(Nc3ncnc4onc(-c5ccccc5)c34)cc2)c1
45) COc1cc2oc(-c3cccc(NC(=O)c4ccc([N+](=O)[O-])cc4)c3)cc(=O)c2c(OC)c1OC
46) C=CCOC(=O)OC(C)C(=O)OCC=C (stereo not drawn)
47) NS(=O)(=O)c1ccc(-n2ncc3c(=O)[nH]c(CN4CCN(c5cc6c(cc5F)c(=O)c(C(=O)O)cn6C5CC5)CC4)nc32)cc1
48) Cc1ccc(C(=O)COC(=O)c2ccc3c(c2)C(=O)N(c2cccc4ncccc24)C3=O)cc1
Compound	41	42	43	44	45	46	47	48
DU-145	111	109	89	-30*	56	120	110	107
PC-3	.	91	62	18	39	109	82	97
SF-539	92	93	65	-42*	64	99	97	101
SN12C	93	91	80	22	62	108	95	101
TK-10	104	109	95	49	80	98	119	105
786-0	101	102	78	8.2*	65	103	96	102
UO-31	64	89	65	19	35	86	70	94
U251	97	94	65	23	68	108	102	97
SF-295	96	.	74	2.8*	56	100	92	103

49) O=C(CSc1nc2ccc([N+](=O)[O-])cc2[nH]1)Nc1ccc(F)c(Cl)c1
50) CCN(CC)Cc1ccc(CNc2cc(OC)nc3nc(C)nn23)cc1
51) COc1ccc2cc(-c3nn(-c4ccc(C(=O)O)cc4)cc3CO)ccc2c1
52) COc1ccc(CNC(=O)CSc2nc3ccccc3c(=O)n2CCc2ccc(S(N)(=O)=O)cc2)cc1OC
53) Cn1c(=O)c2[nH]c(SCC(=O)c3ccccc3)nc2n(C)c1=O
54) NC(=O)Nc1ccccc1
55) N#Cc1c(-c2ccc(Cl)cc2)n2c(nc1=O)SC(=O)C2=O
56) C#CCOc1ccc(C(Nc2ccc(F)cc2F)c2nnnn2C2CCCCC2)cc1 (stereo not drawn)
Compound	49	50	51	52	53	54	55	56
DU-145	32	111	103	111	99	.	116	97
PC-3	9.0*	96	99	106	91	106	97	84
SF-539	35	107	93	102	108	110	118	92
SN12C	3.1*	98	106	106	103	105	104	91
TK-10	25	98	104	99	109	89	.	101
786-0	22	103	100	102	94	102	105	87
UO-31	3.6*	85	87	94	97	87	102	69
U251	12	97	104	104	100	96	97	88
SF-295	18	101	99	104	108	103	105	82
